Tau fibril FP = blocks human tau fibril formation measured by polarization; P10636; K18 P301L tau heparin fibrillization, Alexa594 FP, 6 h; Potency, µM (series often up to 57.7 µM), for the others: top-dose activity, negative = inhibition, hits mostly inhibitors; 280,000 tested, 0.39% active; further: on the % scale 0 is the no-effect control and ±100 the full control effect; nearly all actives have a fitted effect of over 55% in size
Target sequence (P10636 561-689 P618L limits assumed): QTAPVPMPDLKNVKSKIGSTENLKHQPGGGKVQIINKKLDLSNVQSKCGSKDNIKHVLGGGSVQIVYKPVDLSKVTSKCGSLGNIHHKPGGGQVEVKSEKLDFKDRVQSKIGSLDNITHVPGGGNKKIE
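Recombinant K18 P301L […], labeled with Alexa 594 at 0.24 uM over 15 uM unlabeled; heparin inducer 20 uM final; 37 C, 6 hr; FP endpoint.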
GAA glycogen mod = GAA glycogen-cleavage inhibition or activation; Potency, µM (top dose mostly 76.4 µM), for inactives: at the top dose activity change, negative = inhibition, hits mostly inhibitors; P10253; recombinant GAA, glycogen substrate, Amplex Red glucose oxidase fluorescence; 300,000 tested, 0.38% active;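 further: 0% = full enzyme reaction and -100% = no-enzyme basal signal; the screen sought inhibitors and activators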
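Recombinant human alpha-glucosidase (4 nM final) hydrolysed bovine liver glycogen (30 ug) for 40 min at 37 C in pH 5.0 citrate/phosphate with 0.01% Tween-20. Released glucose detected by glucose oxidase/Amplex Red, Ex 573/Em 610 nm. Compounds up to 77 uM; AC50 from Hill fits.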
HTT ATP protect = cytoprotection in Huntington HTT-Q103 PC12 cell model; Potency, µM (doses to about 56.4 µM), for inactives: cytoprotection (ATP increase), actives largely listed as activators; PC12 HTT-Q103 induced, cytoprotection, ATP luminescence, 40 h; 230,000 tested, 0.14% active;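 further: % of control where 0% means no effect; nearly all actives have a fitted effect of over 45% in size; toxic huntingtin expression switched on by the ecdysone agonist tebufenozide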
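Compounds added alongside 100 nM tebufenozide, which induces toxic Q103 huntingtin exon 1-GFP in stable PC12 cells; surviving cells quantified by luminescent ATP measurement. Medium: phenol red-free DMEM, 5% equine and 5% calf serum.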
GAA spleen mod = lysosomal alpha-glucosidase (human) modulation; 240,000 tested, 0.006% active; P10253; Potency, µM (series often up to 79.9 µM), for inactives: at the highest dose activity change, negative = inhibition, actives largely listed as inhibitors; AID 2112; human spleen homogenate, 4-MU-alpha-glucoside fluorescence;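 further: 0% = enzyme with vehicle and -100% = no enzyme basal signal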
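Enzyme source: human spleen homogenate, 1 ug/well. Buffer 50 mM citric acid/K phosphate pH 5.0, 0.01% Tween-20. 4-MU-alpha-glucoside 1 mM; 37 C x 40 min; NaOH/glycine stop; fluorescence.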
GAA inh = inhibitors of human lysosomal alpha-glucosidase. P10253. purified human GAA, 4-MU-alpha-glucoside fluorescence. Potency, µM (top dose mostly 76.9 µM), for the others: top-dose activity change, negative = inhibition, usual class: inhibitors. 200,000 tested, 0.005% active;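 further: plate controls were uninhibited enzyme wells for no effect and no-enzyme background for full effect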
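Human alpha-glucosidase, 4 nM, pre-mixed with test compounds before 400 uM 4-methylumbelliferyl substrate; 20 min room temperature at pH 5.0. Fluorescence read after pH 10 stop; AC50 values from Hill-equation fits.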
Tau fibril ThT = tau fibrillization inhibition (ThT binding); 270,000 tested, 2.1% active; recombinant tau K18 P301L, heparin-induced fibrillization, ThT fluorescence; AID 1460; P10636; Potency, µM (titrated, usually from 57.4 µM), for the others: top-dose activity, negative = inhibition, hits mostly inhibitors; further: on the % scale 0 is the no-effect control and ±100 the full control effect; nearly all actives have a fitted effect of over 55% in size
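Heparin-induced fibrillization of the P301L-mutant K18 repeat-domain fragment of human tau was followed by ThT binding in quantitative high-throughput format.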
Tau fluor counter = counter-screen for tau fibril formation inhibitors | Potency, µM (titrated, usually from 57.7 µM), inactives show at the highest dose activity change, negative = decrease | 280,000 tested, 0.93% active | tau K18 P301L Alexa594 fluorescence, heparin fibrillization | AID 1463; further: on the % scale 0 is the no-effect control and ±100 the full control effect; nearly all actives have a fitted effect of over 55% in size
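Human tau K18 P301L (15 uM unlabeled, 0.24 uM Alexa 594-labeled) in 100 mM sodium acetate pH 7 with 20 uM heparin, 6 hr at 37 C. ThT 30 uM added, 1 hr ambient; Alexa 594 FP and total fluorescence read at 555/632 nm.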
aGal spleen mod = inhibits or activates alpha-galactosidase in human spleen homogenate; AID 2107; Potency, µM (series often up to 80 µM), without a hit: top-dose activity change, negative = inhibition, hits mostly inhibitors; 240,000 tested, 0.008% active; P06280; human spleen homogenate, 4MU-alpha-Gal fluorescence, 40 min;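 further: 0% = enzyme with vehicle and -100% = no enzyme basal signal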
Target sequence (P06280 32-429 limits assumed): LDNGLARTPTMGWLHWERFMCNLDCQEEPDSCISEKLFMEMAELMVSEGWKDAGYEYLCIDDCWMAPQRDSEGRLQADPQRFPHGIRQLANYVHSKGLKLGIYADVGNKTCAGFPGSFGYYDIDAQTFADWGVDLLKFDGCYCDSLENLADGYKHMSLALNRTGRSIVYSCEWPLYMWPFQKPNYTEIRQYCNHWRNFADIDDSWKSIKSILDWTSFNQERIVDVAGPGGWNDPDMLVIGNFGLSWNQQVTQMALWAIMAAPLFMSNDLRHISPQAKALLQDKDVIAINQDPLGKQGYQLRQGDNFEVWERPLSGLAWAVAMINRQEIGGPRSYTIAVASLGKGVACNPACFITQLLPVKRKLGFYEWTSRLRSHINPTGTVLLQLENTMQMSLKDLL
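Inhibition or activation of alpha-galactosidase in human spleen homogenate is scored by 4-MU fluorescence after 40 min at 37C, pH 5.0, with 1 mM substrate. AC50s come from concentration-response fitted to the Hill equation.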
The depositor's hits bear a star; ? = inconclusive; · = not tested or not shown; & = joins results of further samples; [ ] = another dose, or the depositor's remark. The call rests on the fitted dose curve; in most records, active means well fitted curve in the direction sought with a large enough effect; inconclusive means small, poorly fitted or top-dose-only effect, or another doubt; inactive means no such curve, though single readings can be large; an effect the other way counts as inactive or inconclusive. Potency means the concentration at half of the fitted maximal effect.

Under each structure: Tau fibril FP, GAA glycogen mod, HTT ATP protect, GAA spleen mod, GAA inh, Tau fibril ThT, Tau fluor counter, aGal spleen mod
> Cn1c(=O)c2c(nc(-c3ccccc3)n2C)n(Cc2ccccc2)c1=O
    -4%, 7%, 10%[10 µM], -1%, -9%, 5%, -3%, -3%
> CCn1c2ccccc2c2cc(NC(=O)COC(=O)c3ccccc3O)ccc21
    1%, 27%, -33%[inhibitor], -6%, 9%, -4%, -28%, -8%
> COc1ccc(C(=O)Oc2ccc(/C=N/O)cc2)cc1
    -2%, 1%, -16%, 2%, -11%, ?, -17%, 2%
> CCOc1ncccc1C(=O)Nc1ccc(-c2ccc3nnc(C)n3n2)cc1
    1%, 3%, -4%, 3%, 9%, -17%, -4%, -1%
> O=C1CCCC2=C1C(c1cccc(O)c1)c1c(ccc3ncccc13)N2 (stereo not drawn)
    7%, -12%, -3%, -1%, 5%, -13%, -12%, 6%
> CCN(CC)S(=O)(=O)c1cccc(NC(=O)COc2ccc(Cl)cc2Br)c1
    -14%, -10%, 2%[10 µM], 1%, ?, -6%, ?, 1%
> Cn1nc(-c2ccccc2)c(N2CCCCC2)cc1=O
    0%, 18%, -20%, 2%, -2%, -10%, -3%, -4%
> COC(=O)[C@@H]1C[C@@H]2CC[C@@H](O)C[C@@H]2N1CC1CCCCC1
    4%, ·, -23%, -6%, ·, -1%, -8%, 2%
> COc1cc(OC)c(OC)cc1CN1CCCC(C(=O)c2ccc3c(c2)OCO3)C1 (stereo not drawn)
    -10%, 15%, 9%[10 µM], -2%, -1%, -14%, -12%, 0%
> COc1ccc(C(CC(=O)N2CCCC2)c2c(OC)cc(OC)c3c(-c4ccccc4)cc(=O)oc23)cc1 (stereo not drawn)
    9%, -5%, 6%[10 µM], -10%&-16%, ·, -13%, 1%, 9%&-4%
> CCOC(=O)N1CCC(NC(=O)c2ccc3nc(N4CCOCC4)sc3c2)CC1
    -7%, 2%, 10%[10 µM], -4%, -1%, -8%, -3%, -4%
> COc1cc(OC)cc(C(=O)Nc2ccc3nc4n(c(=O)c3c2)CCCCC4)c1
    -5%, 10%[76.3 µM], ·, ·, ·, -16%, -17%, ·
> Cn1c(N2CCCC2)nc2c1c(=O)n(Cc1ccc(Cl)cc1)c(=O)n2C
    5%, 4%, -20%, -9%, -7%, ?, -26%, -8%
> COC(=O)c1ccc(SC2CCCCC2)c([N+](=O)[O-])c1
    -5%, 11%, -1%, -1%, 7%, -16%, -26%, 10%
> CCOc1ccccc1NC(=O)Cn1ncc2c(=O)oc3ccc(C)cc3c21
    -7%, -12%[76.3 µM], ·, ·, ·, 2%, -4%, ·
> CNc1ncc(-c2nnnn2-c2ccccc2)c(-c2ccccc2)n1
    -4%, 5%, 6%[10 µM], -8%, ·, -3%, -1%, -11%
> C=CCN(CCNP(=O)(OCC)OCC)CP(=O)(OCC)OCC
    -2%, 5%, 5%, -9%, -5%, 4%, 6%, -1%
> CC(NC(=O)c1cccs1)C(c1cccs1)N1CCN(Cc2ccccc2)CC1 (stereo not drawn)
    8%, 5%, 13%[10 µM], -2%, -5%, -3%, 2%, 4%
> Cc1ccc(CN2C3=NC(=O)CN3c3ccccc32)cc1
    -5%, 4%, -15%, 8%, 2%, 3%, -2%, 4%
> CCCCn1nnc(NC(=O)COc2cc(C)ccc2C(C)C)n1
    0%, 0%, 2%[10 µM], -3%, -2%, -9%, -2%, -5%
> CCCOc1cccc(OCC(=O)Nc2nc3ccccc3[nH]2)c1
    -5%, -5%, ·, 0%, -5%, -1%, -7%, -3%
> C[C@]12C[C@@](C)(C=C1/C=C/c1ccc(F)cc1)C(=O)C[C@H]2c1ccc(F)cc1
    -3%, ·, -30%[inhibitor], 8%, ·, 0%, -2%, 4%
> O=C(c1ccco1)N1CCN(S(=O)(=O)c2ccc(S(=O)(=O)NC3CCCCC3)cc2)CC1
    0%, -16%, 12%[10 µM], -5%, ?, -10%, -10%, 0%
> CC1CCC2(OC1)OC1CC3C4CC[C@@H]5CC(O)CC[C@@]5(C)C4CC(=O)[C@]3(C)C1C2C (stereo partly drawn)
    3%, ·, -39%[inhibitor], 5%, ·, 5%, 1%, -10%
> O=C(NCc1ccccc1)N1CCN(c2ccc(F)cc2)CC1
    -1%, -9%, -1%[10 µM], -1%, 4%, -5%, -5%, 4%
> CC(C)(C)S(=O)(=O)c1ccc(S(=O)(=O)C(C)(C)C)s1
    8%, -1%, -1%[10 µM], 4%, 2%, 12%, 10%, -4%
> Cc1cc(C)c2cc(CN(CCO)C(=O)Nc3ccc(Cl)cc3)c(=O)[nH]c2c1
    -7%, -9%, -1%[10 µM], -9%, -2%, -24%, -20%, -5%
> O=C(NN1C(=O)C2C(c3ccccc3)C=CC(c3ccccc3)C2C1=O)c1ccccc1 (stereo not drawn)
    ?, -5%, 24%[10 µM], 5%, -2%, -4%, ?, 1%
> Cc1sc2nc(CSc3ccccc3)nc(NCCN(C)C)c2c1C
    0%, -4%, 25%[10 µM], 3%, -16%, -14%, -10%, -1%
> O=C1c2ccccc2C2=Nc3ccccc3SC(c3ccc(Cl)cc3)C12 (stereo not drawn)
    -17%, -1%, -2%[10 µM], -10%, -1%, ?, ?, -1%
> Cc1cc(C)cc(NC(=O)CN2C(=O)c3ccccc3Sc3ncccc32)c1
    -1%, -1%[76.3 µM], ·, ·, ·, -9%, -18%, ·
> O=C(CSc1nc2cc(Cl)c(Cl)cc2[nH]1)c1ccc2c(c1)OCO2
    ?, -5%, -5%[10 µM], 4%, ·, ?, ?, 3%
> O=C(O)COc1ccc(Oc2ccccc2)cc1
    0%, 3%, 18%[10 µM], 4%, 0%, -4%, -9%, -1%
> COc1ccc(-c2nnc3sc(-c4ccccc4OC)nn23)cc1
    ?, -2%, -10%, 2%, 0%, ?, -15%, 0%
> CCc1ccc(C2CC(c3ccccc3)Nc3nc(N)nn32)cc1 (stereo not drawn)
    -3%, 7%, -15%[10 µM], -2%, ·, -19%, -20%, 3%
> CCCCC(=O)Nc1cc(-c2nc3cccnc3s2)ccc1C
    ?, -10%[76.3 µM], ·, ·, ·, 2%, -20%, ·
> CCCNC(=O)c1cnc(Sc2ncc(C(F)(F)F)cc2Cl)n1C
    -2%, 2%, 1%, -4%, 2%, -7%, -9%, -2%
> Fc1cccc(/C=N/Nc2ncnc3nc[nH]c23)c1
    5%, -5%, ·, 5%, 0%, -11%, -14%, -7%
> NC(=O)c1ccc(C(F)(F)F)n(Cc2c(Cl)cccc2Cl)c1=O
    2%, -8%, -18%, -9%, -11%, -7%, -11%, -4%
> NS(=O)(=O)c1cnccc1Nc1ccc(Cl)c(Cl)c1
    3%, 4%, ·, -4%, -1%, -5%, -6%, 1%
> NNC(=O)c1ccc(Cl)cc1Cl
    ?, -1%, ·, -4%, 4%, -8%, -7%, 3%
> CC(=O)Nc1ccccc1-c1nc2ccc(C(=O)N3CCN(c4cc(C)ccc4C)CC3)cc2[nH]c1=O
    6%, -2%, -11%, -10%, 10%, -20%, -7%, 4%
> Cc1nc(N)sc1Cc1ccc2c(c1)OCO2
    3%, -3%, -10%, 6%, 3%, 0%, 9%, 3%
> O=C(Nc1ccccc1)Nc1nnc(-c2cccs2)s1
    -10%, 11%, 21%[10 µM], -4%, ?, 8%, -15%, -6%
> O=C(NCc1noc2ccccc12)N1CCN(c2ccccc2F)CC1
    7%, -2%[76.3 µM], ·, ·, ·, 2%, -2%, ·
> CCOc1ccccc1NC(=O)CSc1nnc(-c2cnccn2)n1CC
    2%, 6%, -20%[0.074 µM], -8%, -6%, -11%, -4%, 3%
> CCC1=C2CC[C@H]3C(=O)N(CC(=O)OC)C(=O)[C@H]3[C@H]2[C@@]2(C)C(=NCC(=O)OC)OC(=O)N2C1=O
    3%&7%, 0%, -27%, 2%&-12%, ·, -9%&11%, -14%&16%, 4%&-1%
> [O-]/C(=C(\C(=S)NCc1ccco1)[n+]1ccccc1)c1ccccc1Br
    5%, -12%, -11%, 1%, -16%, ?, -11%, 8%
> O=[N+]([O-])c1ccc(Nc2cccc(F)c2)nc1
    -4%, 2%, 20%[10 µM], 2%, 6%, ?, -28%, -3%

Nine compounds already listed, sorted by length of the SMILES, highest first.
Under each structure: Tau fibril FP, GAA glycogen mod, HTT ATP protect, GAA spleen mod, GAA inh, Tau fibril ThT, Tau fluor counter, aGal spleen mod
> CCC1=C2CC[C@H]3C(=O)N(CC(=O)OC)C(=O)[C@H]3[C@H]2[C@@]2(C)C(=NCC(=O)OC)OC(=O)N2C1=O
    3%&7%, 0%, -27%, 2%&-12%, ·, -9%&11%, -14%&16%, 4%&-1%
> CC(=O)Nc1ccccc1-c1nc2ccc(C(=O)N3CCN(c4cc(C)ccc4C)CC3)cc2[nH]c1=O
    6%, -2%, -11%, -10%, 10%, -20%, -7%, 4%
> [O-]/C(=C(\C(=S)NCc1ccco1)[n+]1ccccc1)c1ccccc1Br
    5%, -12%, -11%, 1%, -16%, ?, -11%, 8%
> CCCNC(=O)c1cnc(Sc2ncc(C(F)(F)F)cc2Cl)n1C
    -2%, 2%, 1%, -4%, 2%, -7%, -9%, -2%
> CCOc1ccccc1NC(=O)CSc1nnc(-c2cnccn2)n1CC
    2%, 6%, -20%[0.074 µM], -8%, -6%, -11%, -4%, 3%
> NS(=O)(=O)c1cnccc1Nc1ccc(Cl)c(Cl)c1
    3%, 4%, ·, -4%, -1%, -5%, -6%, 1%
> O=[N+]([O-])c1ccc(Nc2cccc(F)c2)nc1
    -4%, 2%, 20%[10 µM], 2%, 6%, ?, -28%, -3%
> Fc1cccc(/C=N/Nc2ncnc3nc[nH]c23)c1
    5%, -5%, ·, 5%, 0%, -11%, -14%, -7%
> Cc1nc(N)sc1Cc1ccc2c(c1)OCO2
    3%, -3%, -10%, 6%, 3%, 0%, 9%, 3%

Screening results as filed in PubChem.
